Screening results: PubChem BioAssay, several laboratories
GPR35 antagonists: GPR35 antagonists blocking zaprinast-driven arrestin recruitment, primary screen, imaging, U2OS, beta-arrestin-GFP, zaprinast agonist (AID 2058); U2OS GPR35 beta-arrestin-GFP translocation imaging, zaprinast antagonism; higher % means a stronger effect; inhibition, % at 10 µM; hits with a dose series show IC50 in µM; 290,000 compounds, 0.052% hits;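 active means inhibition of at least 50% with at least 30 cells and total cytoplasm GFP at most 10,000,000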
West Nile virus CPE: inhibition of WNV-induced cytopathic effect – cell-based, CPE readout (AID 1621); West Nile virus-infected cells, CPE inhibition; higher % means a stronger effect; CPE inhibition, % at 10 µM, or IC50 in µM where a hit was titrated; 290,000 compounds, 0.02% hits; in the data active means a potency from the dose series; further: strong numbers were not always called active
Dengue-2 NS5 capping: flavivirus cap methylation enzyme inhibition – biochemical, confirmation dose response, primary screen (AID 588689); Dengue-2 NS5 methyltransferase capping enzyme assay, biochemical; higher % means a stronger effect; inhibition, % at 25 µM, or IC50 in µM where a hit was titrated; 340,000 compounds, 0.3% hits; in the data active means a potency from the dose series
HIV fusion peptide: inhibitors of HIV fusion peptide binding, primary screen, biochemical, uHTS, fluorescence dequenching (AID 1986). inhibition, % at 20 µM; hits with a dose series show IC50 in µM. cell-free peptide binding, fluorescence dequenching, 30 min; higher % means a stronger effect. 290,000 compounds, 0.3% hits; in the data active means inhibition mostly above about 52%, no sharp cut-off; inactive means mostly below about 76%; further: some results filed as inactive read as strong as hits
KOR beta-arrestin-1: kappa opioid receptor blockers – cell-based, luminescence, uHTS (AID 1778). 290,000 compounds, 0.091% hits. KOR beta-arrestin recruitment, luminescence, antagonist mode; higher % means a stronger effect. inhibition, % at 10 µM; hits with a dose series show IC50 in µM; in the data active means inhibition above about 50%; further: strong numbers were not always called active
KOR beta-arrestin-2: KOR agonists, beta-arrestin recruitment, primary screen, cell-based, luminescence, uHTS (AID 1777). KOR beta-arrestin recruitment, luminescence; higher % means a stronger effect. 280,000 compounds, 0.02% hits. activation, % at 10 µM; hits with a dose series show EC50 in µM; in the data active means activation above about 50%, passing the limit was not always enough; further: a part of the inactive calls stands beside numbers as strong as those of hits
GPR55 LPI antagonism: inhibition of LPI-stimulated GPR55 beta-arrestin translocation – imaging, U2OS, beta-arrestin-GFP, LPI agonist, primary screen (AID 2013); U2OS GPR55 beta-arrestin-GFP translocation imaging, LPI antagonism; higher % means a stronger effect; inhibition, % at 10 µM; hits with a dose series show IC50 in µM; 290,000 compounds, 0.13% hits;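 active means spots per cell inhibited over 60%, with over 100 cells counted and total cytoplasm intensity under 500,000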;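 further: U2OS cells stably carrying GPR55 and arrestin-GFP stimulated by 5 µM LPI near EC80; imaged beta-arrestin-GFP aggregate spots per cell after agonist stimulation; plate controls were LPI-stimulated DMSO wells for no effect and DMSO wells without LPI for full effect; some results filed as inactive read as strong as hits; confirmed hits need IC50 under 10 µM and bright autofluorescent wells are also inconclusive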
NOD1 NF-kB reporter: NOD1 signaling inhibitors, primary screen, cell-based, luminescence, uHTS (AID 1578) | NOD1-driven NF-kB luciferase reporter cells, luminescence; higher % means a stronger effect | inhibition, % at 4 µM, or EC50 in µM where a hit was titrated | 290,000 compounds, 1% hits; in the data active means inhibition mostly above about 36%, no sharp cut-off; inactive means mostly below about 34%;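 further: HEK-293T reporter cells stimulated with the NOD1 agonist gamma-tri-DAP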
GPR55 activation: GPR55 agonists via beta-arrestin recruitment, primary screen, imaging, U2OS cells, beta-arrestin-GFP redistribution (AID 1961). U2OS GPR55 beta-arrestin-GFP redistribution imaging; higher % means a stronger effect. activation, % at 10 µM; hits with a dose series show EC50 in µM. 290,000 compounds, 0.048% hits;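 active means activation above 40% with more than 50 cells counted in the well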;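 further: U2OS osteosarcoma cells stably expressing GPR55 and beta-arrestin-GFP; plate controls were DMSO negative control for no effect and LPI positive control for full effect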
Dengue-2 NS5 capping pilot replicate: further read-out of Dengue-2 NS5 capping, marked with its call; inhibition, %; measured here: pilot screen replicate inhibition
* marks the source's active call; other numbers are inactive results; [ ] = remark or other dose.

O=C(c1ccncc1)N1CCN(CCc2ccccc2)CC1 was read as GPR35 antagonists -6%, West Nile virus CPE -0.7%, Dengue-2 NS5 capping 1%, HIV fusion peptide 3.2%, KOR beta-arrestin-1 4%[20 µM], KOR beta-arrestin-2 -0.8%, GPR55 LPI antagonism -8%, NOD1 NF-kB reporter 3%, GPR55 activation -0.2% and Dengue-2 NS5 capping pilot replicate -2.4.
`COc1cc2c(cc1OC)CN(C(=O)c1cc(S(=O)(=O)N3CCCCC3)ccc1Cl)CC2` gave GPR35 antagonists 4%, West Nile virus CPE -0.2%, Dengue-2 NS5 capping -5%, HIV fusion peptide 0.4%, KOR beta-arrestin-1 24%, KOR beta-arrestin-2 5.7%, GPR55 LPI antagonism 17%, NOD1 NF-kB reporter -36% and GPR55 activation -0.1%.
CCCCc1cc(C)c(S(=O)(=O)c2ccccc2C)c(=O)[nH]1 was read as GPR35 antagonists 11%, West Nile virus CPE -0.3%, Dengue-2 NS5 capping 1%, HIV fusion peptide -1.4%, KOR beta-arrestin-1 -6%, KOR beta-arrestin-2 -6.1%, GPR55 LPI antagonism 12%, NOD1 NF-kB reporter 0% and GPR55 activation -0.3%.
`O=C(CCc1ccccc1)NCC1(c2ccccc2)CCCC1` gave GPR35 antagonists 13%, West Nile virus CPE -1.1%, Dengue-2 NS5 capping -10%, HIV fusion peptide -0.8%, KOR beta-arrestin-1 -23%, KOR beta-arrestin-2 1.5%, GPR55 LPI antagonism -8%, NOD1 NF-kB reporter 0% and GPR55 activation 0.0%.
CCSC1=NCCN1S(=O)(=O)c1ccc(F)cc1 was read as GPR35 antagonists -8%, Dengue-2 NS5 capping -8%, HIV fusion peptide 0.2%, KOR beta-arrestin-1 -25%, KOR beta-arrestin-2 2.3%, GPR55 LPI antagonism -14%, NOD1 NF-kB reporter -28% and GPR55 activation -0.4%.
`CC(=O)Nc1ccc(NC(=O)c2c(C)nn(Cc3ccccc3Cl)c2C)cc1` gave GPR35 antagonists 10%, West Nile virus CPE -0.3%, Dengue-2 NS5 capping -5%, HIV fusion peptide -0.8%, KOR beta-arrestin-1 -37%, KOR beta-arrestin-2 -0.6%, GPR55 LPI antagonism 4%, NOD1 NF-kB reporter -40% and GPR55 activation -0.2%.
For CCCCN1C=C(C(=O)OC)C(c2ccccc2Cl)C(C(=O)OC)=C1 the results were GPR35 antagonists 1%, West Nile virus CPE -0.7%, Dengue-2 NS5 capping -6%, HIV fusion peptide 0.9%, KOR beta-arrestin-1 5%, KOR beta-arrestin-2 3.1%, GPR55 LPI antagonism -2%, NOD1 NF-kB reporter -31% and GPR55 activation 0.3%.
Screening COC(=O)c1ccccc1NS(=O)(=O)c1ccc2[nH]c(=O)[nH]c2c1 returned GPR35 antagonists -7%, West Nile virus CPE -0.6%, Dengue-2 NS5 capping -7%, HIV fusion peptide -1.6%, KOR beta-arrestin-1 -8%, KOR beta-arrestin-2 -0.8%, GPR55 LPI antagonism 14%, NOD1 NF-kB reporter -25% and GPR55 activation 0.0%.
For Cc1ccccc1S(=O)(=O)NC1OC(=O)C(Oc2ccccc2)=C1Br (stereo unspecified) the results were GPR35 antagonists 5%, West Nile virus CPE 0.4%, Dengue-2 NS5 capping 6%, HIV fusion peptide -0.6%, KOR beta-arrestin-1 -5%, KOR beta-arrestin-2 0.7%, GPR55 LPI antagonism 15%, NOD1 NF-kB reporter -24% and GPR55 activation -0.2%.
`COC(=O)Cc1c(C)c2ccc(OCC(=O)NC3CCS(=O)(=O)C3)cc2oc1=O` (stereo unspecified) gave GPR35 antagonists 0%, West Nile virus CPE 0.2%, Dengue-2 NS5 capping -13%, HIV fusion peptide -0.1%, KOR beta-arrestin-1 -25%, KOR beta-arrestin-2 -4.4%, GPR55 LPI antagonism 9%, NOD1 NF-kB reporter -21% and GPR55 activation 0.3%.
For CC(NC(=O)c1ccnn1C)C1CCCO1 (stereo unspecified) the results were GPR35 antagonists -2%, West Nile virus CPE 0.1%, Dengue-2 NS5 capping -2%, HIV fusion peptide -1.6%, KOR beta-arrestin-1 -16%[20 µM], KOR beta-arrestin-2 -2.4%, GPR55 LPI antagonism 9%, NOD1 NF-kB reporter -7% and GPR55 activation -0.1%.
`Cc1ccc(-n2nccc2-c2nn(-c3cccc(C(F)(F)F)c3)c(=O)n(C)c2=O)cc1` gave GPR35 antagonists -2%, West Nile virus CPE -0.4%, Dengue-2 NS5 capping -2%, HIV fusion peptide 1.1%, KOR beta-arrestin-1 -9%, KOR beta-arrestin-2 10%, GPR55 LPI antagonism 6%, NOD1 NF-kB reporter -15% and GPR55 activation -0.1%.
For COc1cc(NS(=O)(=O)c2ccc(NC(=S)NC(=O)COc3ccccc3OC)cc2)nc(OC)n1 the results were GPR35 antagonists -12%, West Nile virus CPE 0.5%, Dengue-2 NS5 capping -9%, HIV fusion peptide 36%, KOR beta-arrestin-1 8%[20 µM], GPR55 LPI antagonism 7%, NOD1 NF-kB reporter -18% and GPR55 activation -0.1%.
`COc1ccc(-c2cc(-c3ccccc3)nc(=O)[nH]2)cc1` gave GPR35 antagonists 5%, West Nile virus CPE 0.3%, Dengue-2 NS5 capping 6%, HIV fusion peptide -0.1%, KOR beta-arrestin-1 6%, KOR beta-arrestin-2 -2.4%, GPR55 LPI antagonism -4%, NOD1 NF-kB reporter -6% and GPR55 activation 0.3%.
For Cc1ccc2nc(NC(=O)CN3CCOCC3)sc2c1 the results were GPR35 antagonists 5%, West Nile virus CPE -0.8%, Dengue-2 NS5 capping 0%, HIV fusion peptide 0.5%, KOR beta-arrestin-1 14%, KOR beta-arrestin-2 -0.2%, GPR55 LPI antagonism 0%, NOD1 NF-kB reporter -16% and GPR55 activation -0.1%.
COc1ccc(OC)c(NC(=O)CCN2C(=O)c3cccc([N+](=O)[O-])c3C2=O)c1 was read as GPR35 antagonists 8%, West Nile virus CPE -0.3%, Dengue-2 NS5 capping -7%, HIV fusion peptide -0.1%, KOR beta-arrestin-1 -3%, KOR beta-arrestin-2 0.5%, GPR55 LPI antagonism -2%, NOD1 NF-kB reporter -16% and GPR55 activation -0.1%.
`COc1ccc2nc(SCC(=O)N3CCN(c4ccc(F)cc4)CC3)c(C#N)cc2c1` gave GPR35 antagonists -1%, West Nile virus CPE -0.3%, Dengue-2 NS5 capping -1%, HIV fusion peptide 17%, KOR beta-arrestin-1 -35%, KOR beta-arrestin-2 -2.8%, GPR55 LPI antagonism 0%, NOD1 NF-kB reporter -19% and GPR55 activation 0.2%.
For O=C(CN1CCN(Cc2ccccc2)CC1)Nc1ccc(Br)cc1 the results were GPR35 antagonists 15%, West Nile virus CPE -0.9%, Dengue-2 NS5 capping -1%, HIV fusion peptide 1.8%, KOR beta-arrestin-1 -35%, KOR beta-arrestin-2 2.0%, GPR55 LPI antagonism 2%, NOD1 NF-kB reporter -14% and GPR55 activation -0.1%.
`COc1ccc(/C=C/C(=O)O)cc1S(=O)(=O)N1CCC(Cc2ccccc2)CC1` gave GPR35 antagonists 9%, West Nile virus CPE 0.6%, Dengue-2 NS5 capping -1%, HIV fusion peptide 4.1%, KOR beta-arrestin-1 5%, KOR beta-arrestin-2 -0.2%, GPR55 LPI antagonism 16%, NOD1 NF-kB reporter -5% and GPR55 activation -0.1%.
For COc1ccccc1N(CC(=O)NCc1cccnc1)S(C)(=O)=O the results were GPR35 antagonists 5%, West Nile virus CPE 0.1%, Dengue-2 NS5 capping -3%, HIV fusion peptide -2.4%, KOR beta-arrestin-1 -7%, KOR beta-arrestin-2 0.1%, GPR55 LPI antagonism 5%, NOD1 NF-kB reporter -24% and GPR55 activation -0.2%.
`O=C(CN1CCN(c2ccccc2)CC1)Nc1scc2c1c(=O)oc1ccccc12` gave GPR35 antagonists -9%, West Nile virus CPE -0.1%, Dengue-2 NS5 capping 1%, HIV fusion peptide -2.2%, KOR beta-arrestin-1 -2%, KOR beta-arrestin-2 8.8%, GPR55 LPI antagonism 12%, NOD1 NF-kB reporter -5% and GPR55 activation -0.3%.
`COc1cc(C2C(C(=O)c3ccc(C)o3)=C(O)C(=O)N2c2cc(C)on2)ccc1O` (stereo unspecified) gave GPR35 antagonists 5%, West Nile virus CPE -0.2%, Dengue-2 NS5 capping 3%, HIV fusion peptide -0.1%, KOR beta-arrestin-1 15%, KOR beta-arrestin-2 2.3%, GPR55 LPI antagonism 21%, NOD1 NF-kB reporter 6% and GPR55 activation -0.1%.
Clc1ncnc2scc(-c3ccc(Br)cc3)c12 was read as GPR35 antagonists 6%, West Nile virus CPE -0.2%, Dengue-2 NS5 capping 5%, HIV fusion peptide -2.4%, KOR beta-arrestin-1 -17%, KOR beta-arrestin-2 3.1%, GPR55 LPI antagonism 11%, NOD1 NF-kB reporter 8% and GPR55 activation -0.2%.
Cc1nc(N2CCCC2C(=O)O)c2oc3ccccc3c2n1 (stereo unspecified) was read as GPR35 antagonists -6%, West Nile virus CPE 0.3%, Dengue-2 NS5 capping 8%, HIV fusion peptide -2.5%, KOR beta-arrestin-1 27%, KOR beta-arrestin-2 -4.5%, GPR55 LPI antagonism -5%, NOD1 NF-kB reporter 7% and GPR55 activation -0.2%.
Cc1ccc(-c2onc3ccc(C(=O)/C=C/N(C)C)cc23)cc1 was read as GPR35 antagonists -6%, West Nile virus CPE 0.7%, Dengue-2 NS5 capping 4%, HIV fusion peptide 1.0%, KOR beta-arrestin-1 12%, KOR beta-arrestin-2 -2.0%, GPR55 LPI antagonism 3% and GPR55 activation 0.2%.
`CN(c1ccc(C(=O)Nc2ccccc2C(F)(F)F)cc1)S(C)(=O)=O` gave GPR35 antagonists -1%, West Nile virus CPE 0.6%, Dengue-2 NS5 capping -2%, HIV fusion peptide -3.0%, KOR beta-arrestin-1 -32%, KOR beta-arrestin-2 -2.5%, GPR55 LPI antagonism -4%, NOD1 NF-kB reporter -1% and GPR55 activation 0.0%.
Screening CCOC(=O)CSC(=S)NC(=O)c1ccc(OC)cc1 returned GPR35 antagonists 1%, West Nile virus CPE 0.4%, Dengue-2 NS5 capping -3%, HIV fusion peptide -0.5%, KOR beta-arrestin-1 -23%, KOR beta-arrestin-2 6.8%, GPR55 LPI antagonism 11%, NOD1 NF-kB reporter -28% and GPR55 activation 0.5%.
Nc1nc(-c2ccco2)nn1C(=O)c1ccccc1 was read as GPR35 antagonists 1%, West Nile virus CPE 0.2%, Dengue-2 NS5 capping -8%, HIV fusion peptide -1.6%, KOR beta-arrestin-1 9%, KOR beta-arrestin-2 1.0%, GPR55 LPI antagonism 21%, NOD1 NF-kB reporter -30% and GPR55 activation -0.1%.

The list is partial; rates above refer to the full screens.
